Compound activity from PubChem BioAssay.
POLB inh: DNA polymerase beta (human) inhibition; AID 485314; Pol beta primer extension/strand displacement, fluorescence kinetic; P06746; actives 1.3% (n = 340,000); Potency, µM (top dose mostly 114 µM), for the others: at the top dose activity change, negative = inhibition, usual class: inhibitors; also: potency is read from the fitted curve at half-maximal effect; % is scaled to controls: 0 for no effect and ±100 for the full control effect
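Homogeneous kinetic assay of primer extension and strand displacement by 10 nM Pol beta, preincubated 15 min at room temperature with compound before 50 nM substrate (final) was added. Read at 0 and 10 min; four-parameter Hill fit.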
POLH inh: inhibitors of human DNA polymerase eta | Q9Y253 | recombinant Pol eta, fluorescent DNA replication assay | Potency, µM (highest dose often 114 µM), for inactives: at the top dose activity change, negative = inhibition, usual class: inhibitors | actives 1.2% (n = 390,000) | AID 588591; also: potency is read from the fitted curve at half-maximal effect; % is scaled to controls: 0 for no effect and ±100 for the full control effect
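Pol eta at 10 nM preincubated with compounds 15 min at room temperature; reaction started with fluorescent substrate (50 nM final) and read kinetically at 0 and 10 min.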
LDHA block: inhibitors of human lactate dehydrogenase A | AID 1347041 | activity change, % (values are at about 110 or 230 µM) | actives 0.15% (n = 480,000) | purified LDHA, NADH/diaphorase-resazurin fluorescence; active compounds read low; in the data active = activity change below about -30%; inconclusive = mostly about -25% to -30%;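 also: plate controls were DMSO wells for no effect and wells without enzyme for full effect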
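LDH5 2 nM; NADH 0.06 mM, pyruvate 0.2 mM; 200 mM Tris pH 7.4, EDTA, Tween-20; 5 min RT. Detection: diaphorase 0.133 mg/mL + resazurin 37 µM, fluorescence ex540/em590 at 0 and 20 min; normalized to enzyme-free and DMSO wells.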
ERG Ets-DNA blk: inhibitors of human ERG Ets domain-DNA interaction | P11308 | fluorescence polarization, His-ERG Ets domain / labelled DNA | Potency, µM (highest dose often 76.9 µM), for the others: top-dose FP activity, negative = inhibition, usual class: inhibitors | actives 0.028% (n = 370,000) | AID 624246; active = well fitted inhibition curve with a large enough effect in the polarisation, with a control signal flat; inconclusive = small, poorly fitted or top-dose-only effect, or effect the other way, or a change in a side signal; inactive = no such curve, though single readings can be large or run the other way; the % refers to the polarisation;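 also: polarization taken with two DNA probes labelled with fluorescein and Texas red; potency is read from the fitted curve at half-maximal effect; % of control where 0% means no effect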
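His-tagged ERG Ets domain (1 uM in the protein solution; 300mM KCl, 50mM Tris-HCl, 1mM EDTA, 1mM DTT, pH 7.5) received compound, then a probe mix of 5 nM fluorescein-DNA and 100nM Texas-615-DNA. Fluorescence polarization was read for both dyes.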
RGS4 inhibitor: human RGS4 inhibition | Transcreener GDP fluorescence polarization, RGS4-accelerated GTP hydrolysis | Potency, µM (series often up to 114 µM), without a hit: top-dose activity change, negative = inhibition, most hits filed as inhibitors | actives 0.039% (n = 390,000); also: potency is read from the fitted curve at half-maximal effect; % is scaled to controls: 0 for no effect and ±100 for the full control effect; nearly all actives have a fitted effect of over 75% in size; some results filed as inactive show a strong effect at the top dose
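MLSMR compounds (23 nl, pin-transferred) preincubated 10 min at room temperature with a 500nM (2x) first reagent, then RGS4 at 900nM (2x) plus Transcreener GDP mix added; fluorescence polarization (620/688 nm) read before and after 90 min at 30 °C.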
ALOX12 inh: inhibitors of human 12S-lipoxygenase ALOX12. purified 12hLO, xylenol orange hydroperoxide absorbance. actives 1.1% (n = 580,000). AID 1671190. Potency, µM (titrated, usually from 108 µM), for the others: at the highest dose activity change, negative = inhibition, hits mostly inhibitors; also: potency is read from the fitted curve at half-maximal effect; % is scaled to controls: 0 for no effect and ±100 for the full control effect
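Purified human 12hLO at 150 nM in 25 mM Hepes, 0.01% Triton X-100, pH 7.0, preincubated 15 min at room temperature with compound. Reaction started with 40 uM arachidonic acid, 30 min at room temperature. Hydroperoxide measured by Fe-xylenol orange, 573/405 nm absorbance ratio.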
Pol kappa inh: inhibitors of human DNA polymerase kappa | purified Pol kappa, fluorescent DNA synthesis assay, 10 min | Potency, µM (highest dose often 107 µM), for the others: at the top dose activity, negative = inhibition, actives largely listed as inhibitors | actives 0.53% (n = 400,000); also: potency is read from the fitted curve at half-maximal effect; % is scaled to controls: 0 for no effect and ±100 for the full control effect
Target sequence (Q9UBT6 whole entry, looked up): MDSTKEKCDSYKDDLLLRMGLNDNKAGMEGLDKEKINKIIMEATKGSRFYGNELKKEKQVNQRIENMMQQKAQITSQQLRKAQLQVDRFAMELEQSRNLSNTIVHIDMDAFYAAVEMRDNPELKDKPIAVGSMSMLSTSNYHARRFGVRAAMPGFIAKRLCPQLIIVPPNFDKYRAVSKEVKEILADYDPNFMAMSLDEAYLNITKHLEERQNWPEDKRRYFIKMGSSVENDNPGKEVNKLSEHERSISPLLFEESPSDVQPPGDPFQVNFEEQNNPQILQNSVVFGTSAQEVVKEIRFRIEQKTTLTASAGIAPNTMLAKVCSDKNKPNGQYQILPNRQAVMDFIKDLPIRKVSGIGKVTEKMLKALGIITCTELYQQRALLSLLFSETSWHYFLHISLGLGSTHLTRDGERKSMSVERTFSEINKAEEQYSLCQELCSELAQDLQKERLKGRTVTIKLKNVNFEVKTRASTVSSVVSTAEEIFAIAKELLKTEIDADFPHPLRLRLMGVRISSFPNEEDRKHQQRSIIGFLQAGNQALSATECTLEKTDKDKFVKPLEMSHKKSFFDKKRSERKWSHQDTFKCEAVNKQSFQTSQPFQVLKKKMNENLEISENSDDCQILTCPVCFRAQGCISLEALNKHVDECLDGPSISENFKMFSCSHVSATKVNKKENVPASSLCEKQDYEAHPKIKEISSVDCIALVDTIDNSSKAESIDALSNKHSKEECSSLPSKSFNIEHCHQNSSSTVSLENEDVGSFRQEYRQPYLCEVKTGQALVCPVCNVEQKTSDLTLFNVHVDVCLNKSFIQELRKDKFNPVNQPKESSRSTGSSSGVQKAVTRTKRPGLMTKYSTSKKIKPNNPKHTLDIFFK
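10 nM Pol kappa preincubated 15 min at room temperature with compounds, then reaction started with substrate at 50 nM final. Fluorescence read kinetically at 0 and 10 min; buffer-only wells served as negative control.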
Apoferritin bind: candidate novel general anesthetic via apoferritin binding; apoferritin/1-aminoanthracene competitive binding, fluorescence; Potency, µM (doses to about 77.5 µM), for the others: at the top dose activity change, negative = displacement, hits mostly inhibitors; actives 0.074% (n = 350,000); AID 485281; also: potency is read from the fitted curve at half-maximal effect; % is scaled to controls: 0 for no effect and ±100 for the full control effect; nearly all actives have a fitted effect of over 20% in size
Target sequence (P02791 2-175 limits assumed): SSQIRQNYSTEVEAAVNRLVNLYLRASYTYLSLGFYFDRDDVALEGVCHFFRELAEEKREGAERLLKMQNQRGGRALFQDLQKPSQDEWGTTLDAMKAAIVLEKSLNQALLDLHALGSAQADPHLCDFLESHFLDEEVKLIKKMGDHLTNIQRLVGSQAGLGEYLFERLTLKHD
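Concentration-response curves derived by four-parameter Hill fitting of normalized fluorescence, where compounds displaced 1-AMA from 10 uM horse apoferritin following a brief 10 min room-temperature incubation; propofol titration acted as positive control.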
APEX1 inh: blocks human APE1 abasic DNA cleavage; P27695; recombinant APE1, TAMRA/BHQ-2 abasic DNA cleavage fluorescence; Potency, µM (titrated, usually from 65.8 µM), for inactives: at the top dose activity change, negative = inhibition, most hits filed as inhibitors; actives 0.35% (n = 350,000);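 also: potency is read from the fitted curve at half-maximal effect; plate controls were vehicle for no effect and reference inhibitor for full effect; nearly all actives have a fitted effect of over 55% in size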
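Readout is kinetic fluorescence (ex 525, em 598 nm) from cleavage of 50 nM TAMRA/BHQ-2 THF abasic duplex by 0.75 nM APE1, compound added 15 min beforehand at RT.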
Numbers without * were called inactive; ? = inconclusive; / = not tested or not shown; & = joins results of further samples; [ ] = dose if it differs, or a comment. Unless noted, calls follow the shape of the dose curve; as a rule, active = well fitted curve in the direction sought with a large enough effect; inconclusive = small, poorly fitted or top-dose-only effect, or another doubt; inactive = no such curve, though single readings can be large; an effect the other way counts as inactive or inconclusive. A portion of the library, so the mix of outcomes need not match the whole.

SMILES	POLB inh	POLH inh	LDHA block	ERG Ets-DNA blk	RGS4 inhibitor	ALOX12 inh	Pol kappa inh	Apoferritin bind	APEX1 inh
COc1ccc(S(=O)(=O)N2CCCCCC2)cc1NC(=O)c1c2c(nc3ccccc13)CCN(Cc1ccccc1)C2	28%	-20%	1	15%	11%	-15%	6%	-20%	-8%
COc1ccc(-c2cc(C(F)(F)F)n3nc(C(=O)NCC45CC6CC(CC(C6)C4)C5)cc3n2)cc1	?	-5%	-4	2%	-29%	16%	-20%	-1%	/
O=C(O)c1c[nH]c2ccc([N+](=O)[O-])cc2c1=O	/	-19%	12	-3%	-1%	-27%	5%	/	/
CC(C)COc1ccc(C(=O)Nc2ccc(S(=O)(=O)Nc3ncccn3)cc2)cc1	13%	-18%	7	5%	13%	-11%	2%	10%	/
N/C(=N\OC(=O)c1ccc2ccccc2c1)c1ccccc1Cl	0%	-16%	-2	-9%	-5%	-4%	6%	-20%	-6%
COC(=O)c1nn(-c2ccc(Cl)cc2)c(=O)cc1Sc1ccccn1	-1%	3%	2	1%	-6%	-3%	-18%	-16%	2%
CC(=O)n1cc([C@H]2C=C(C(=O)Nc3ccccc3)O[C@@H](OCc3ccc(CO)cc3)C2)c2ccccc21	-1%	-22%	2	4%	-14%	/	13%	4%	-6%
COc1ccc(-c2nnc(SCC(=O)O)n2Cc2ccccc2)cc1	1%	-22%	-2	12%	-29%	4%	1%	-5%	4%
Cc1ccc(OS(=O)Nc2cccc3nccnc23)cc1 (centres undefined)	30%	-8%	1	/	-19%	0%[57.4 µM]	-4%	?	13%
Cc1csc2nc(CNC(=O)C3CCCCC3)cn12	-1%	-1%	-3	5%	-3%	4%	-20%	2%	11%
Cc1ccc(NC(=S)NC(=O)c2c(-c3ccccc3Cl)noc2C)cc1	1%	-18%	-3	-3%	-44%	?	-15%	-23%	-5%
Cc1cccc(NC(=O)c2cccc(N3C(=O)C4CCC(C)CC4C3=O)c2)c1C (centres undefined)	34%	-2%	-13	-2%	14%	-11%	-3%	?	9%
CSc1nnc2c(n1)OC(c1cccn1C)N(C(C)=O)c1ccccc1-2 (centres undefined)	45%	-4%	-1	2%	13%	-2%	2%	-12%	12%
COc1cccc(C(=O)NCCS(=O)(=O)NCCCc2ccccc2)c1	/	-11%	-3	/	-2%	0%	-2%	/	42%
COc1ccc(C(=O)NCCSCc2cccc(Cl)c2)cc1OC	24%	-7%	0	14%	-2%	-1%	-2%	-19%	-4%
Cc1cc(NC(=O)COC(=O)/C=C/c2ccc(C)o2)no1	/	-18%	-8	-12%	-14%	-5%	-6%	/	23%
COc1ccc(NC(=O)CN(C)C(=O)c2oc3ccccc3c2C)cc1	0%	-9%	0	-6%	-3%	1%	-3%	?	0%
Cc1cccc(N2CCN(C(=O)c3ccc(NS(=O)(=O)c4ccc5[nH]c(=O)[nH]c5c4)cc3)CC2)c1C	-14%	-21%	0	-8%	9%	0%	-26%	-13%	-19%
C/C(Cl)=C\Cn1c(Nc2ccc(C)cc2)nc2c1c(=O)n(C)c(=O)n2C	-23%	4%	-2	0%	21%	0%	-7%	-6%	0%
COc1ccc(CN(C)S(=O)(=O)c2nnc(NC(=O)c3ccccc3)s2)cc1OC	3%	-10%	-1	-4%	-11%	31%[activator]	-11%	-1%	37%
Cc1ccn2cc(C(=O)NCc3ccco3)nc2c1	8%	-10%	-9	-5%	2%	8%	-7%	-2%	19%
COc1ccc(-c2ccc(NS(=O)(=O)c3cc([N+](=O)[O-])ccc3C)cc2)nn1	6%	-11%	-7	-2%	29%	1%	-4%	?	-4%
Cc1cc(F)c(F)c(C(=O)NC2CC2)c1Cl	?	5%	-6	/	12%	22%	-7%	1%	3%
Cn1nc(-c2ccc(Cl)cc2)c2cc(C(=O)NCc3ccco3)sc21	3%	0%	0	6%	-44%	-29%	1%	-5%	-10%
Cc1nc2ccccc2nc(C)c1=NOCC(=O)N(c1ccccc1)C(C)C	1%	-15%	1	-3%	-21%	-9%	13%	-6%	-3%

The last three compounds of the part before lead into the next.
SMILES	POLB inh	POLH inh	LDHA block	ERG Ets-DNA blk	RGS4 inhibitor	ALOX12 inh	Pol kappa inh	Apoferritin bind	APEX1 inh
Cc1cc(F)c(F)c(C(=O)NC2CC2)c1Cl	?	5%	-6	/	12%	22%	-7%	1%	3%
Cn1nc(-c2ccc(Cl)cc2)c2cc(C(=O)NCc3ccco3)sc21	3%	0%	0	6%	-44%	-29%	1%	-5%	-10%
Cc1nc2ccccc2nc(C)c1=NOCC(=O)N(c1ccccc1)C(C)C	1%	-15%	1	-3%	-21%	-9%	13%	-6%	-3%
O=C1NCCCC1C(=O)N/N=C/c1cccc(O)c1 (centres undefined)	38%	-9%	2	?	-4%	12%	8%	6%	18%
Cn1c(=O)c2c(ncn2Cc2ccc(Cl)cc2)n(C)c1=O	51%&15%	-3%&-10%	5&-4&3	-4%&7%	-2%&-8%	?	-5%&10%	-4%&-20%	5%
Cn1cnc(C(=O)N2CCc3ccccc3C2)c1C(=O)N1CCc2ccccc2C1	/	-8%	-7	5%	-34%	?	10%	/	47%
COc1ccc(NC(=O)CN2CCCN(S(=O)(=O)c3ccc(Br)cc3)CC2)c(OC)c1	-1%	-8%	-6	8%	4%	-25%	-11%	142%[activator]	/
COC(=O)CNC(=O)COC(=O)c1cc(SC)ccc1Cl	7%	2%	-2	7%	-20%	0%	4%	-5%	1%
COC(=O)C1=CO[C@@H](O)C2C(CO)=CCC12 (some centres undefined)	/	-8%	-5	-5%	4%	-21%	-7%	/	-1%
CCNc1ccc(C(=O)OCC(=O)NCc2ccccc2Cl)cc1[N+](=O)[O-]	12%	-14%	-4	4%	6%	-21%	-22%	6%	2%
COc1cc(C(=O)NCC(c2ccco2)S(=O)(=O)c2cccs2)cc(OC)c1OC (centres undefined)	2%	-5%	-4	6%	-52%	-21%	-5%[60.1 µM]	7%	/
CCn1nc(C)c(C2C(C#N)=C(N)OC3=C2C(=O)CCC3)c1C (centres undefined)	?	-19%	-3	11%	-18%	0%	-8%	7%	-2%
CC1CN(CCCCOc2cccc(Oc3ccccc3)c2)CC(C)O1 (centres undefined)	0%	-19%	-10	6%	0%	?	-1%	-8%	-3%
N#Cc1ccccc1NC(=O)CSc1nnc(-c2ccccc2O)n1-c1ccccc1	-19%	-9%	-2	-3%	7%	5%	-4%	-9%	-3%
Cc1ccc(OCC(=O)NCC(=O)OCc2cc(=O)n3nc(CC(C)C)sc3n2)cc1	-12%	-3%	0	10%	-21%	-5%	-24%	?	/
CC(C)NC(=O)c1ccccc1NC(=O)Cc1ccc(Cl)cc1	10%	-10%	2	/	-9%	12%	1%	-12%	-1%
CCOC(=O)C1CCN(C(=O)C2CCN(c3nnc(C)c4c(C)n(-c5ccccc5)nc34)CC2)CC1	51%	-10%	-3	-1%	-2%	-15%	0%	-6%	/
N#Cc1c(N)nc2c(c1-c1ccc3c(c1)OCO3)CCCCCC2	35%	-17%	-4	1%	25%	0%	-4%	-1%	-6%
C[C@@H](CN=[N+]=[N-])CN1CC[C@H](O)CCC1=O	-3%	2%	-3	-1%	-2%	19%	12%&-1%	-3%	-5%
O=C(c1csc2ccccc12)n1cccn1	-10%	-7%	-3	-4%	-10%	-12%	-7%	-10%	1%
O=C(O/N=C1\CCS(=O)(=O)c2sccc21)c1c(F)cccc1F	7%	10%	-17	3%	15%	0%	-8%	-16%	4%
C1=C2C[N+]3(CCCC3)CC2Cc2ccc3ccccc3c21 (centres undefined)	0%	1%	-1	-7%	-5%	0%	-2%	-17%	19%
O=C(Cn1c(=O)sc2ccccc21)Nc1ccc2c(c1)OCCO2	25%	7%	-11	-4%	14%	0%	-14%	-1%	-2%
CC(C)(Oc1ccc(Cl)cc1)C(=O)NCC(c1ccco1)N1CCCCC1 (centres undefined)	/	-7%	-6	-11%	5%	-8%	-3%	/	-6%
S=C1NCCN1CC1CCN(CCCC2CCCC2)CC1	/	-11%	1	6%	-5%	-3%	4%	/	/
O=C(O)c1cc(-n2nnnc2SCc2ccccc2F)ccc1Cl	30%	3%	-2	7%	5%	1%	-8%	-6%	-3%
CCN(CC(=O)NC1CCS(=O)(=O)C1)c1nc(-c2cccnc2)nc2ccccc12 (centres undefined)	12%	0%	-5	1%	3%	9%	-5%	-10%	-2%
CCS(=O)(=O)c1ccc2c(c1)N(S(=O)(=O)c1ccc(Cl)cc1)CC(C(=O)O)O2 (centres undefined)	34%	-16%	2	4%	-32%	-29%	5%	-3%	-4%
CCCN1C(=O)C(=O)c2cc(C)ccc21	/	-24%	2	-17%	-13%	-1%	-3%	/	7%
C=CCc1ccccc1OCCn1c(C2CC(=O)N(Cc3ccc(F)cc3)C2)nc2ccccc21 (centres undefined)	2%	-28%	2	0%	21%	0%	-2%	-14%	/
NC(=O)Cc1ccc(Nc2nnc(-c3ccccc3)c3ccccc23)cc1	-10%	-12%	-6	-9%	-6%	-2%	-12%	-14%	14%
CSc1nc2sc3c(c2c2nncn12)CCC3	84%	-13%	2	9%	19%	-3%	-11%	-11%	2%
CCc1ccc2c(c1)cc(CN(C(=S)Nc1ccc(Cl)cc1)C1CC1)c1nnnn12	-1%	-9%	-3	-7%	-7%	1%	10%	22%	-3%
